HSF-1 act: HSF-1 activators, primary screen, NIH3T3-HGL cells, MG132 stress, luminescence, single point; activation, % at 9 µM; actives 1.7% (n = 300,000); NIH3T3-HGL HSF-1 luciferase reporter, 8 h; 100% = twice DMSO control signal;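 active = mean replicate activation of at least 50% with a set share of replicates each reaching 50%; inconclusive = only one of those two conditions met; inactive = mean below 50% and too few replicates reaching it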;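 also: 0% = median of the neutral control wells and 100% = twice that signal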
GSK3beta inhib: human GSK3beta kinase inhibitors, primary screen, biochemical, cell-free homogeneous, HTS. Glycogen synthase kinase-3 beta (Homo sapiens), P49841. GST-GSK3beta kinase, ADP-Glo luminescence, 60 min; hits give low values. activity score (negative = inhibition), % at 10 µM. actives 0.038% (n = 300,000);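 active = more than half of replicate wells score below -50%, meaning over 50% inhibition versus plate controls; inconclusive = some replicates but at most half score below -50%; inactive = no replicate scores below -50%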;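 also: 0% = median DMSO wells and -100% = median GW8510 positive control wells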
Target sequence (P49841 whole entry, looked up): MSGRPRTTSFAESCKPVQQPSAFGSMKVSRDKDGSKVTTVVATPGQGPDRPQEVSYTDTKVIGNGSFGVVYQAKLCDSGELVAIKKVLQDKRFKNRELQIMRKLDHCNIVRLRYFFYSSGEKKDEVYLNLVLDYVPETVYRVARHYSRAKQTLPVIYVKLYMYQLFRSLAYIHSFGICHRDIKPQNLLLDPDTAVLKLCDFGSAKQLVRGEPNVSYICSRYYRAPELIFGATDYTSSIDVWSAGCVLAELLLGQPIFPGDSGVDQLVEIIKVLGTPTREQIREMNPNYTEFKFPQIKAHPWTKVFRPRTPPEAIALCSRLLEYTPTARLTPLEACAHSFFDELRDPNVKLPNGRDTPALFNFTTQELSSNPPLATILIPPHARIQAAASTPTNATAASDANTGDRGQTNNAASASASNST
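Test system: GST-fused GSK3beta enzyme, cell-free | Quantity: 1.6 ng GST-GSK3beta enzyme per well | Reagent: 25 µM ATP with peptide substrate | Schedule: 60 min enzyme reaction, room temperature | Signal: Luminescent ADP-Glo measurement of ADP formed | Read-out basis: Score relative to plate controls | Control set: DMSO and 20 µM GW8510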
aSyn 5UTR inh: MLPCN primary screen, SNCA 5' untranslated region | alpha-synuclein 5'UTR reporter, inhibitor activity | inhibition, % (tested at 7.5 µM) | actives 0.82% (n = 300,000) | AID 1813, 2009; in the data active = inhibition above about 60%; inconclusive = no clear call, values can overlap the other calls;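 also: H4 neuroglioblastoma cells stably carrying SNCA 5'UTR luciferase fusion; 0% = DMSO wells and 100% = positive control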
IEC-6 tox: cytotoxicity in IEC-6 intestinal epithelial cells, primary screen, cytotoxicity control for KLF5 inhibitor project, cell-based, luminescence. IEC-6 cytotoxicity, luminescence viability. AID 1825, 2009. inhibition, % at 5 µM. actives 0.78% (n = 290,000); in the data active = inhibition above about 22%;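 also: 0% = plate median of test compound wells and 100% = cytotoxic reference compound wells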
KLF5 inh: KLF5 expression inhibitors, primary screen, DLD-1 cells, luminescence; actives 0.23% (n = 290,000); inhibition, % at 5 µM; DLD-1 KLF5 promoter-luciferase reporter;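 active = inhibition above a per-plate limit of that plate's mean compound inhibition plus 3 SD, cut at about 60% in these data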;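 also: 0% = DMSO wells and 100% = LY294002 at 200 µM; higher means less KLF5 promoter-driven luciferase light; inactives centre near -14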
HSF1 inh: HSF1 inhibitors in luciferase reporter cells, primary screen, cell-based, NIH3T3, luminescence | activity change, negative = inhibition, % at 7.5 µM (by protocol) | NIH3T3-HGL HSE-luciferase, MG132-induced, luminescence 8 h; hits give low values | actives 0.77% (n = 300,000) | AID 2098, 2009;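 active = more than half of replicate wells show activity change below -50%, luminescence cut by over half; inconclusive = some wells, but at most half, below -50%; inactive = no replicate well below -50%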;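 also: luciferase reports HSF-1 transcriptional activity via heat shock element; 0% = median of DMSO wells and -100% = zero luminescence signal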
AI-2 QS modul: Vibrio harveyi AI-2 quorum sensing modulators, primary screen, JMH597 strain, luminescence/OD600 ratio; Vibrio harveyi JMH597 AI-2 luminescence/OD600 ratio, 9 h; hits give low values; strain lacks LuxN and CqsS sensors; 0 = neutral-control median; activity change, % at 7.5 µM; actives 0.4% (n = 300,000); in the data active = activity change below about -75%, passing the limit was not always enough; inconclusive = no clear call, values can overlap the other calls;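 also: luminescence divided by OD600 gain over 9 h not by final OD600 alone; inactives centre near 13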
HSP90 refold inh: HSP90 inhibitors, primary screen, cell lysate, luminescence. Heat shock protein HSP 90 (rabbit reticulocyte lysate; luciferase refolding). Rabbit reticulocyte lysate, luciferase refolding luminescence, 3 h. inhibition, % at 5.6 µM. actives 0.91% (n = 290,000). AID 1789, 2009;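 active = inhibition above the screen-wide mean plus 3 SD, computed separately per campaign, cut at about 16% in these data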;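 also: 0% = DMSO wells and 100% = 60 µM geldanamycin wells; inhibitors lower the luminescence because luciferase stays unfolded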
GSK3A inh: blockers of GSK3A enzyme activity – biochemical, luminescence, cell-free homogeneous, HTS, primary screen; inhibition, % at 10 µM; actives 0.1% (n = 320,000); GSK-3 alpha kinase, ADP-Glo luminescence, 60 min; Glycogen synthase kinase-3 alpha (Homo sapiens), P49840;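 in the data active = inhibition above about 50%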;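 also: GST-tagged GSK-3 alpha with peptide substrate and 25 µM ATP; 0% = DMSO neutral wells and 100% = GW8510 positive control wells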
Target sequence (P49840 whole entry, looked up): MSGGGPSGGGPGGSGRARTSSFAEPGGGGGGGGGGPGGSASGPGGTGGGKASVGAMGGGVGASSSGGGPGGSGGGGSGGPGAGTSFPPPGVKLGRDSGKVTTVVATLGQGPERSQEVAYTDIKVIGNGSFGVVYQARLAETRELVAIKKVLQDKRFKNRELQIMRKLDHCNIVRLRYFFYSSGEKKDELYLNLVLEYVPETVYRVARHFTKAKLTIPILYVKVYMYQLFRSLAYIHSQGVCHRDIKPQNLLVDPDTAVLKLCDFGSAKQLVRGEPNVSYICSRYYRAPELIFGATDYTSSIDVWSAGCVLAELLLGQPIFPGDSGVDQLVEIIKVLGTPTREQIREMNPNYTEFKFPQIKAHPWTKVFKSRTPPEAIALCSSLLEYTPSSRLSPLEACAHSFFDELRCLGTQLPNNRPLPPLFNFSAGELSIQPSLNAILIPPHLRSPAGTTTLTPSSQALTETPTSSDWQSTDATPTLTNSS
HIF activator: HIF pathway transcriptional activators, primary screen, cell-based, U2OS HRE-luciferase, luminescence; actives 0.32% (n = 300,000); AID 1910, 2009; activation, % at 7.5 µM (by protocol); U2OS HRE-luciferase reporter; normalized: DMSO 0%, desferrioxamine 100%;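 active = mean activation of at least 10% of the iron chelator positive control signal, with at least half of replicates also reaching 10%; inconclusive = mean and replicate majority disagree about reaching 10%; inactive = mean and most replicates under 10%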
* = called active by the depositor; ? = inconclusive; . = no result given.

compound	HSF-1 act	GSK3beta inhib	aSyn 5UTR inh	IEC-6 tox	KLF5 inh	HSF1 inh	AI-2 QS modul	HSP90 refold inh	GSK3A inh	HIF activator
CCNc1cc(N2CCN(S(=O)(=O)c3ccc4c(c3)CCCC4)CC2)ccc1[N+](=O)[O-]	-14	-4	2	0	2	-7	8	2	.	-0.2
CC(CN1CCN(C)CC1)OC(=O)c1ccccc1Cl (stereo not drawn)	4	-1	3	-1	-12	3	13	0	-1	0.5
CC(=O)NC(CC(=O)OC(C)C(=O)Nc1ccc(Cl)cn1)c1ccccc1 (stereo not drawn)	-7	0	1	.	.	1	31	.	2	-9.7
Cc1ccc(O)c(NC(=O)c2ccc3c(c2)C(=O)N(Cc2cccnc2)C3=O)c1	4	3	-16	-4	-22	-2	8	4	0	0.2
S=C(NCc1ccco1)N/N=C/c1ccccc1Cl	?	-1	16	10	-10	21	30	2	-3	0.5
COc1cc2c(cc1OC)C1=NC(=O)CN1C(SCc1ccc(C)cc1)=N2	9	2	5	8	0	3	13	1	-3	-0.1
CC(C)(C)C(=O)NCCc1nc2ccccc2n1CC(=O)c1ccccc1	-9	1	-2	-3	14	-6	24	-6	0	0.0
COC(=O)c1cc2c(s1)-c1ccccc1CC2	15	1	-42	1	1	0	29	0	-1	1.7
O=C1C2CC=CCC2C(=O)N1c1ccc(OCC(O)Cn2nnc3ccccc32)cc1 (stereo not drawn)	-3	2	33	-1	-35	-2	5	0	1	0.6
CCCOC(=S)N/C(=N\S(=O)(=O)c1ccccc1)c1ccccc1	8	1	-18	0	-18	-5	13	5	12	0.5
COc1ccccc1C(=O)C1CCCN(Cc2ccc3c(c2)OCCO3)C1 (stereo not drawn)	-21	1	-1	0	4	-8	3	2	-1	-0.6
COc1cc2c(cc1OC)CN(Cc1cc(=O)n3c(-c4ccccc4)csc3n1)CC2	9	-1	-7	2	-4	1	1	0	0	0.4
COc1ccc(C(=O)Nc2ccc3c(c2)C(=O)c2ccccc2C3=O)cc1OC	6	-3	-9	-4	-47	-2	23	2	-1	1.4
COC(=O)\C(C(C)=O)=C(/C=C/C=C/C=C/N(C)C)N(C)C	5	-6	-17	-4	-6	4	5	3	.	-0.5
O=C(O)CN1C(=O)C(=O)N(Cc2cccc(F)c2)C1=O	-7	3	-6	-5	-18	-3	12	0	-2	-0.2

Some of the entries above, reformatted.
> O=C(O)CN1C(=O)C(=O)N(Cc2cccc(F)c2)C1=O
- HSF-1 act: -7
- GSK3beta inhib: 3
- aSyn 5UTR inh: -6
- IEC-6 tox: -5
- KLF5 inh: -18
- HSF1 inh: -3
- AI-2 QS modul: 12
- HSP90 refold inh: 0
- GSK3A inh: -2
- HIF activator: -0.2

> CCCOC(=S)N/C(=N\S(=O)(=O)c1ccccc1)c1ccccc1
- HSF-1 act: 8
- GSK3beta inhib: 1
- aSyn 5UTR inh: -18
- IEC-6 tox: 0
- KLF5 inh: -18
- HSF1 inh: -5
- AI-2 QS modul: 13
- HSP90 refold inh: 5
- GSK3A inh: 12
- HIF activator: 0.5

The list continues.
compound	HSF-1 act	GSK3beta inhib	aSyn 5UTR inh	IEC-6 tox	KLF5 inh	HSF1 inh	AI-2 QS modul	HSP90 refold inh	GSK3A inh	HIF activator
CC(C)c1nc(C#N)c(NCCCn2ccnc2)o1	3	2	5	0	-9	4	20	3	0	1.5
CC(=O)Nc1ccc(C(=O)N(C)c2ccccc2)cc1	-3	-3	23	-1	-16	-7	4	0	.	0.1
NS(=O)(=O)c1cccc(NC(=O)CSc2nn(-c3ccccc3)c(=S)s2)c1	5	-1	5	2	-40	-11	26	4	1	1.4
CS(=O)(=O)c1ccc(NC(=O)c2cccc(S(=O)(=O)N3CCN(Cc4ccccc4)CC3)c2)cc1	0	0	16	-8	-31	2	-2	0	1	0.2
Cc1nonc1CN(C)C(=O)CC1C(=O)NCCN1Cc1cccc(C(F)(F)F)c1 (stereo not drawn)	2	0	-4	-1	-13	-1	16	3	0	0.5
S=c1[nH]nc(C2CCCCC2)n1/N=C/c1ccc(Br)s1	-2	0	29	-1	-9	-5	13	1	-1	-0.1
Cc1ccc(N=Nc2ccc3ccccc3c2O)cc1	-78	-2	?	6	5	-73*	0	59*	1	0.0
C(=C\c1ccccc1)/CSc1nnc(-c2ccncc2)n1Cc1ccco1	10	-24	0	7	-6	20	16	4	-5	-0.3
CC(C)CNS(=O)(=O)c1ccc(CCC(=O)NC2CCCCC2)cc1	-4	-18	29	.	.	-5	27	.	-2	-0.4
O=C(O)CC1COc2ccccc2N1C(=O)c1ccccc1Cl (stereo not drawn)	1	2	21	-8	-8	-10	3	0	-3	-0.3
CCOC(=O)N1CCC(N2C(=O)c3ccccc3C2Nc2c(C)cccc2C)CC1 (stereo not drawn)	-4	1	14	2	-32	5	36	0	1	0.1
NC(=O)C1CCN(C(=O)c2ccccc2SCC(=O)NCC2CCCCC2)CC1	4	2	-26	2	-37	-6	12	0	3	-0.1
O=C(c1ccc(COc2ccc3c(c2)CCC3)o1)N1CCN(c2ccccc2)CC1	62*	2	-73	3	-69	70	13	5	0	1.4
O=S(=O)(c1ccccc1F)N1CCN(C(=S)NCc2ccccc2)CC1	-5	4	19	-12	6	4	-16	1	0	1.0
O=C(Cc1cccs1)NC1CCCC1	7	11	-5	-5	-49	6	20	4	-1	-0.4

Additional entries
compound	HSF-1 act	GSK3beta inhib	aSyn 5UTR inh	IEC-6 tox	KLF5 inh	HSF1 inh	AI-2 QS modul	HSP90 refold inh	GSK3A inh	HIF activator
NC(=S)NNc1ccnc2cc(Cl)ccc12	7	4	6	-1	-24	-1	24	1	-5	-0.7
S=C(NN=C1CCN(Cc2ccccc2)CC1)NC1CCCCC1	-2	2	19	1	-8	-8	9	-7	-5	-0.5
COC(=O)c1cc(NC(=O)Cc2ccc(OC)cc2)cc(C(=O)OC)c1	13	-5	-24	4	-7	-1	13	1	3	-0.1
COc1cccc(NS(=O)(=O)c2cc3c(cc2C)N(C)CCO3)c1	9	5	8	-4	-29	14	-2	-4	-1	0.0
O=C(CN1CCOCC1)Nc1ccccc1Cl	-23	2	-8	5	-24	-4	8	4	2	0.0
CCN1C(=O)c2cccc3c(NC(=O)C(C)(C)C)ccc1c23	-6	-5	-31	5	-1	1	3	0	-1	0.3
O=C(CN1CC(=O)Oc2ccccc21)OCC(=O)c1ccc(Br)cc1	30	1	-53	5	-21	15	35	2	1	-1.2
CCOC(=O)Cn1c(=O)c2c(nc3n2CCCCN3c2ccc(OCC)cc2)n(C)c1=O	10	2	-19	.	.	10	16	.	1	-0.3
COc1ccc(C2C(C)C3(O)CC(C#N)(C(=O)N3)C2(C#N)C#N)cc1 (stereo not drawn)	-13	2	1	-3	-29	-6	21	-1	1	-0.2
COc1cc(/C=C/C(=O)c2c(O)cc(C)oc2=O)cc(OC)c1O	29	-1	-26	-5	-11	10	33	3	-9	0.0
N=C1C(c2ccccc2)=C(O)CN1c1ccc2c(c1)OCO2	15	-1	-12	0	-5	-10	26	4	1	.
O=C(NCc1ccc(F)cc1)c1cc2c(s1)CS(=O)(=O)C2	-7	1	-6	-8	-14	-4	10	-6	1	-0.9
CC1=CC(C)(C)N(C(=O)CN2C(=O)CCC2=O)c2ccccc21	0	1	23	3	-12	-6	-4	-2	0	-0.7
O=C(CBr)Nc1c2c(nn1-c1ccccc1)CSC2	-13	-2	6	-4	0	-8	6	-4	-1	-0.6
O=C(NCc1ccc2c(c1)OCO2)C1CCC(CNS(=O)(=O)c2ccc(Cl)cc2)CC1 (stereo not drawn)	3	3	-17	0	-20	4	10	3	4	-0.2

Entries shown so far containing a tert-butyl group, in the order listed:
compound	HSF-1 act	GSK3beta inhib	aSyn 5UTR inh	IEC-6 tox	KLF5 inh	HSF1 inh	AI-2 QS modul	HSP90 refold inh	GSK3A inh	HIF activator
CC(C)(C)C(=O)NCCc1nc2ccccc2n1CC(=O)c1ccccc1	-9	1	-2	-3	14	-6	24	-6	0	0.0
CCN1C(=O)c2cccc3c(NC(=O)C(C)(C)C)ccc1c23	-6	-5	-31	5	-1	1	3	0	-1	0.3

(cont.)
compound	HSF-1 act	GSK3beta inhib	aSyn 5UTR inh	IEC-6 tox	KLF5 inh	HSF1 inh	AI-2 QS modul	HSP90 refold inh	GSK3A inh	HIF activator
Cc1cccc(Nc2nc(N)c([N+](=O)[O-])c(N3CCC(C)CC3)n2)c1	20	0	33	-6	-31	10	7	3	2	0.2
COc1cc(C(=O)NC2CC3CCCC(C2)N3C2CC2)cc(OC)c1OC (stereo not drawn)	-13	7	-12	0	-18	0	21	-2	-2	-0.2
N#Cc1ccc(/C=C2\CCn3c2nc2cc(C(=O)O)ccc2c3=O)cc1	-5	0	-3	-2	14	1	4	-5	10	-18
C=CCN=C(NC#N)SCc1ccccc1Cl	.	.	.	-1	-10	.	.	0	0	.
CCn1c(SCC(=O)c2ccc(O)c(O)c2)nnc1-c1ccc(C)cc1	22	1	-14	-3	-12	4	-1	-3	0	-0.2
Cc1ccc(OCC(O)CN2CCN(CC(O)COC(C)C)CC2)c(C(C)(C)C)c1 (stereo not drawn)	1	1	-18	16	15	0	12	4	-1	0.0
Cc1cccc(C)c1NC(=O)CSc1nc(C2CC2)nc2ccccc12	15	.	-4	-1	28	10	.	1	-2	-0.2
CN(CC(=O)Nc1ccccc1Cl)C(=O)Cn1cc(C(F)(F)F)cc(Cl)c1=O	-1	1	-6	.	.	2	8	.	0	-0.1
CC/C(=N\NC(=O)c1cc(C2CC2)[nH]n1)c1ccccc1	-9	-1	9	-5	-85	-13	22	-2	-1	0.0

Compound profiles, as listed above. Values in the order: HSF-1 act	GSK3beta inhib	aSyn 5UTR inh	IEC-6 tox	KLF5 inh	HSF1 inh	AI-2 QS modul	HSP90 refold inh	GSK3A inh	HIF activator
Shown for Cc1cccc(Nc2nc(N)c([N+](=O)[O-])c(N3CCC(C)CC3)n2)c1 = 20	0	33	-6	-31	10	7	3	2	0.2
Shown for Cc1cccc(C)c1NC(=O)CSc1nc(C2CC2)nc2ccccc12 = 15	.	-4	-1	28	10	.	1	-2	-0.2
Shown for C=CCN=C(NC#N)SCc1ccccc1Cl = .	.	.	-1	-10	.	.	0	0	.

Source: PubChem
